# Screening results deposited in PubChem BioAssay by several laboratories.
# STAT1 inh: STAT1 signaling inhibitors, primary screen, cell-based, HTS, luciferase reporter; NIH 3T3 STAT1-luciferase reporter, IFN-gamma, luminescence; actives 0.35% (n = 200,000); AID 920, 2007; inhibition, % at 5.5 µM;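 active means inhibition above a set limit, the mean inhibition across all tested compounds plus 3 SD, cut at about 34% in these data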;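 further: 0% = IFN-gamma with DMSO and 100% = IFN-gamma with 300 µM nifuroxazide; values of inactives mirror those of a sister screen read the other way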
# PPARg SRC2 recr: agonists of PPARg-SRC-2 recruitment, primary screen, biochemical, HTS; Peroxisome proliferator-activated receptor gamma (Homo sapiens), P37231; PPARgamma LBD-SRC-2 recruitment; activation, % at 8 µM; actives 0.34% (n = 200,000); in the data active means activation above about 22%;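 further: 0% = vehicle and 100% = reference agonist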
# Target sequence (P37231 whole entry, looked up, the tested form may be a part): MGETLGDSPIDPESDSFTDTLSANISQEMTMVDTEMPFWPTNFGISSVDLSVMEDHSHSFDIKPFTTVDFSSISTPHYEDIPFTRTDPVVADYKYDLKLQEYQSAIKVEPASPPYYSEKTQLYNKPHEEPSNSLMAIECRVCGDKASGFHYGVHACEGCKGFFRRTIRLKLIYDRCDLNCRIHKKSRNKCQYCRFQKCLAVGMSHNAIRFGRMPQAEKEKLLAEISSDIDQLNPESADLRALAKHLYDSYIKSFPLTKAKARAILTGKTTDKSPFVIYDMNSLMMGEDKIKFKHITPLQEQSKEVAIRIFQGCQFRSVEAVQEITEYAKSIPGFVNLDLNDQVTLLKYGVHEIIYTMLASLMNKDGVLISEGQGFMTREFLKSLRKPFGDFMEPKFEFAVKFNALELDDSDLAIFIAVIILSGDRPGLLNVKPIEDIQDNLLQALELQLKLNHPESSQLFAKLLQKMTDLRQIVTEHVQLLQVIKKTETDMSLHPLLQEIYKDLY
# TR-FRET SRC-2 ct: TR-FRET signal artefacts, primary screen, artefact control for PPARgamma SRC-2 agonist project, biochemical; AID 1049, 2008; TR-FRET ratio at 8 µM; TR-FRET artefact counter-screen; stronger effect = higher value; actives 0.4% (n = 200,000); in the data active means TR-FRET ratio above about 2000; further: inactives centre near 1500
# bIAP inh: bovine intestinal alkaline phosphatase inhibitors, primary screen, selectivity assay for TNAP inhibitor project, biochemical, bovine IAP, CDP-star luminescence. alkaline phosphatase, intestinal [Bos taurus]. purified bovine IAP, 30 min. inhibition, % at 20 µM. 190,000 tested, under 10 active. AID 1019, 2008;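 active means over 50% inhibition of intestinal alkaline phosphatase at 20 µM in the single-dose screen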
#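 System: Purified bovine intestinal alkaline phosphatase (IAP) enzyme | Input: IAP diluted 1/65,000,000 in the well | Also added: CDP-star chemiluminescent phosphatase substrate, 30 µM final | Dosing: 20 µM single dose | Times: Enzyme reaction for 30 min at room temperature | Detection: Luminescence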
# ROMK primary: ROMK potassium channel modulators, primary screen, cell-based, thallium flux, MLSMR library. actives 2% (n = 130,000). ATP-sensitive inward rectifier potassium channel 1 (Homo sapiens), P48048. B-score at 10 µM. Tet-inducible ROMK, thallium flux fluorescence; actives lie on both sides;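 active means signal ratio slope over the read window, or its plate-corrected B-score, at least 3 SD from the plate mean, either direction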;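 further: B-score of the F/F0 ratio slope over 7 to 12 s after thallium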
# Target sequence (P48048 whole entry, looked up): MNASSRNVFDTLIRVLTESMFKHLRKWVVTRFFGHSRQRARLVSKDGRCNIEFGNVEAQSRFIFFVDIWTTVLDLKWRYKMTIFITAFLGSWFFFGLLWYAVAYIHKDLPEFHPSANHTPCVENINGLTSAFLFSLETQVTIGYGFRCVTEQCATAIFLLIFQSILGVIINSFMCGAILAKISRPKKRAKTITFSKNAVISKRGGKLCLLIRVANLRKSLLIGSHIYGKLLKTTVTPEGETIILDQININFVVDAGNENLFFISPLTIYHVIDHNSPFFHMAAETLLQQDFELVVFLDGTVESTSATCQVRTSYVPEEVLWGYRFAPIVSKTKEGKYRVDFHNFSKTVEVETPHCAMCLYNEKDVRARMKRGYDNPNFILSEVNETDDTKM
# TNAP act hiacc: TNAP activators at high phosphate acceptor level, primary screen, biochemical, luminescence, uHTS. purified TNAP, CDP-star luminescence, 1 M DEA, 30 min; stronger effect = higher value; 0 = EDTA background, 1 = DMSO-only activity. activation factor at 20 µM. 200,000 tested, under 10 active. AID 1136, 2008;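 active means activation factor at least 2 at 20 µM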
#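 Measured by: Luminescent substrate turnover signal | Test system: Human TNAP | Input: TNAP 1/800 final | Dosing: 20 µM single point | Schedule: 30 min, room temperature | Controls: EDTA wells as negative control, DMSO wells as positive control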
# PPARg SRC-3 ag: PPARgamma agonists recruiting SRC-3 coactivator, primary screen, biochemical; biochemical PPARgamma/SRC-3 coactivator recruitment assay; Peroxisome proliferator-activated receptor gamma (Homo sapiens), P37231; actives 0.26% (n = 200,000); activation, % at 8 µM; in the data active means activation above about 23%;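 further: 0% = DMSO and 100% = reference agonist; some compounds past the cut are filed as inactive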
# STAT3 inh: IL-6 driven STAT3 reporter inhibitors, primary screen, U3A cells, luciferase, luminescence, MLSCN library. IL-6 STAT3-luciferase reporter; host cell line lacks STAT1. inhibition, % at 5.5 µM. actives 0.89% (n = 190,000);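 active means inhibition above the mean inhibition across all screened compounds plus 3 SD, cut at about 44% in these data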;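 further: 0% = DMSO only wells and 100% = 100 µM nifuroxazide control wells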
# STAT3 act: IL-6 driven STAT3 reporter potentiators, primary screen, U3A cells, luciferase, luminescence, MLSCN library; IL-6 STAT3-luciferase reporter; 100% = signal with IL-6 EC80 alone; activation (% of control), % at 5.6 µM; actives 0.91% (n = 190,000); AID 871, 2007;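 active means activation above the screen-wide mean of compound activation plus 3 SD, cut at about 130% in these data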;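 further: 0% = background luminescence of wells with medium and substrate only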
#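 Assay system – human STAT1-deficient U3A cells with stable STAT3-luciferase reporter · Also added – IL-6 (33 ng/mL) · Schedule – compound 1 h, then IL-6 6 h at 37 °C · Technique – reporter luminescence signal · Evaluation – % activation versus median of IL-6-stimulated wells · Benchmarks – IL-6-only wells as 100% reference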
# PPARg SRC-1 ag: PPARgamma agonists recruiting SRC-1 coactivator, primary screen, biochemical; AID 631, 2007; actives 0.41% (n = 200,000); activation, % at 8 µM; PPARgamma-SRC-1 coactivator recruitment biochemical assay; Peroxisome proliferator-activated receptor gamma (Homo sapiens), P37231; in the data active means activation above about 19%;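 further: 0% = DMSO and 100% = reference agonist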
# bIAP act: bovine intestinal alkaline phosphatase activators, primary screen, biochemical, bovine IAP, CDP-star luminescence; alkaline phosphatase, intestinal [Bos taurus]; purified bovine IAP, 30 min; stronger effect = higher value; fold of DMSO-control signal, blank-subtracted; activation factor at 20 µM; actives 0.17% (n = 200,000); AID 1016, 2008;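 active means activation factor of 2 or more at 20 µM, a signal rise over negative controls twice the positive control's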
# An asterisk follows results filed as active; . = not tested or not shown.
# Sample of the layout:
SMILES,STAT1 inh,PPARg SRC2 recr,TR-FRET SRC-2 ct,bIAP inh,ROMK primary,TNAP act hiacc,PPARg SRC-3 ag,STAT3 inh,STAT3 act,PPARg SRC-1 ag,bIAP act
c1cc2c(nn1)CCc1nonc1-2,-3,1,1566,3,.,1,13,4,101,1,1
CCOc1ccccc1NC(=O)Cc1coc2ccc(C)cc12,0,3,1561,24,-0.19,1,-1,3,101,1,0.8
CCCCC(=O)N=c1sc2cc(S(C)(=O)=O)ccc2n1C,-7,-5,1624,-2,.,1,-9,27,80,4,1
COc1ccc(N(C)C(=O)c2onc3c2CCCC3)cc1,-4,-2,1672,10,0.084,1,0,9,95,-3,0.9
COc1ccccc1CN1CCN(C(=O)c2ccncc2)CC1,-3,10,1747,11,0.4,1.1,6,-4,104,5,0.9
CCOC(=O)c1c(C)n(C)c2c(C)cc(O)c(OC(C)=O)c12,-6,5,1695,6,.,1,6,18,89,0,0.9
CCOC(=O)c1cnc(SCC)[nH]c1=O,-4,1,1357,6,0.37,1,-1,4,102,0,0.9
Cn1c(=O)c(=O)n(C)c2cc(S(=O)(=O)N3CCOCC3)ccc21,2,7,1554,-1,.,1,-1,0,103,3,1
COc1ccc(Cl)cc1C(=O)NNC(=O)CSc1nnc2ccccn12,-7,-2,1303,-54,-1.2,1,1,5,101,-4,1.5

# Main list, previewed entries included:
SMILES,STAT1 inh,PPARg SRC2 recr,TR-FRET SRC-2 ct,bIAP inh,ROMK primary,TNAP act hiacc,PPARg SRC-3 ag,STAT3 inh,STAT3 act,PPARg SRC-1 ag,bIAP act
c1cc2c(nn1)CCc1nonc1-2,-3,1,1566,3,.,1,13,4,101,1,1
CCOc1ccccc1NC(=O)Cc1coc2ccc(C)cc12,0,3,1561,24,-0.19,1,-1,3,101,1,0.8
CCCCC(=O)N=c1sc2cc(S(C)(=O)=O)ccc2n1C,-7,-5,1624,-2,.,1,-9,27,80,4,1
COc1ccc(N(C)C(=O)c2onc3c2CCCC3)cc1,-4,-2,1672,10,0.084,1,0,9,95,-3,0.9
COc1ccccc1CN1CCN(C(=O)c2ccncc2)CC1,-3,10,1747,11,0.4,1.1,6,-4,104,5,0.9
CCOC(=O)c1c(C)n(C)c2c(C)cc(O)c(OC(C)=O)c12,-6,5,1695,6,.,1,6,18,89,0,0.9
CCOC(=O)c1cnc(SCC)[nH]c1=O,-4,1,1357,6,0.37,1,-1,4,102,0,0.9
Cn1c(=O)c(=O)n(C)c2cc(S(=O)(=O)N3CCOCC3)ccc21,2,7,1554,-1,.,1,-1,0,103,3,1
COc1ccc(Cl)cc1C(=O)NNC(=O)CSc1nnc2ccccn12,-7,-2,1303,-54,-1.2,1,1,5,101,-4,1.5
COc1cccc(CNc2nc3nc(C)cc(=O)n3[nH]2)c1,6,5,1647,15,.,1.1,8,1,104,7,0.8
COc1ccc(NS(=O)(=O)c2ccc3nc(COc4ccc5ccccc5c4)[nH]c3c2)cc1,11,3,1421,5,.,1,4,-11,105,1,0.9
CCOC(=O)c1sc(NC(=O)C(CC)Sc2nnc3c4ccccc4n(C(C)C)c3n2)nc1C (centres undefined),2,9,1523,-5,.,1,-2,6,103,-3,1.1
C=CCNC(=S)NN=C1CCCCCCC1,4,-4,1384,.,0.44,1,-3,0,101,2,0.4
CC(C)Cn1c(N)c(C(=O)CSc2ccc3c(c2)OCCO3)c(=O)n(C)c1=O,29,4,1439,0,.,1,4,42,70,-5,1
Cc1ccc(-n2c(SCC(=O)Nc3ccc(N4CCOCC4)cc3)nc3ccccc3c2=O)cc1,12,11,1538,-6,.,1,5,18,88,12,1.1
COc1cccc(NC(=O)CSc2nc3ccsc3c(=O)n2-c2ccc(C(=O)O)cc2)c1,2,5,1748,0,0.0074,1,7,2,99,11,1
O=C(COC(=O)CCSc1ccc(Cl)cc1)NCc1ccco1,-9,12,1578,-9,0.067,1,4,6,103,4,1.1
Cc1nn(C)c(C(=O)NNC(=S)NC2CCCCC2)c1Br,-32,4,1714,-30,-0.24,1,0,23,84,8,1.3
NC(=O)c1ccccc1NC(=O)CS(=O)(=O)Cc1ccccc1,7,6,1563,10,.,1.1,6,12,93,-1,0.9
Cc1ccc(OCCC(=O)Nc2ccc(F)c(F)c2)cc1,-2,0,1384,-2,-0.91,1,-3,4,104,-4,1
CCCCCCOc1ccc(/C(N)=N/O)cc1,-67,-4,1379,41,-0.02,1.1,-9,-12,113,-5,0.6
COCCNC(=O)CSc1nc2ccccc2c(=O)n1CCC(=O)NCCc1ccc(OC)c(OC)c1,3,8,1550,-17,-0.26,1,0,8,99,4,1.2
CCOC(=O)c1sc(NC(=O)c2ccccc2)cc1C,-49,3,1467,4,0.84,1,2,15,94,2,1
CCC1(C)NC(=O)N(CC(=O)Nc2sc3c(c2C(=O)OC)CCCCC3)C1=O (centres undefined),12,-3,1480,12,.,1,2,-2,102,-2,0.9
COc1ccc(CN2CCN(Cc3cccc4nonc34)CC2CCO)c(C)c1C (centres undefined),-3,7,1647,-1,-0.97,1.1,3,0,104,4,1
CCN(CC)CCCOC(=O)c1ccc(OC)cc1O,-13,4,1583,-31,-1,1.1,7,-4,108,0,1.3
O=C(Nc1nc(-c2cc(Cl)sc2Cl)cs1)c1cccs1,-10,2,1644,28,.,1,2,18,89,2,0.7
Cc1c(Br)c([N+](=O)[O-])nn1CC(=O)NCc1ccccc1,0,2,1517,5,-0.68,1,0,0,104,-1,0.9
Cc1oc(/C=N/NC(=O)CN(c2ccccc2Br)S(C)(=O)=O)cc1Br,3,2,1481,8,.,1,2,9,97,6,0.9
CC(C)N(Cc1nc(-c2ccc(Cl)cc2)no1)C(=O)C(c1ccccc1)c1ccccc1,7,9,1606,7,0.97,1.1,-4,2,102,0,0.9
Cc1ccc(CN(C)C(=O)C2CCCN2C(=O)c2cccs2)o1 (centres undefined),-6,0,1430,-2,0.34,1.1,-7,2,103,8,1
CC(=O)Nc1cccc(C(=O)OC(C(=O)c2ccc(C)cc2)c2ccccc2)c1 (centres undefined),-3,-6,1383,1,.,1,0,7,95,-6,1
O=C1CC(N2CCN(C(c3ccccc3)c3ccccc3)CC2)C(=O)N1Cc1ccc(N2CCCC2=O)cc1 (centres undefined),2,5,1645,-3,.,1.1,2,5,99,-5,1
O=C(NCCN1CCN(c2ccccc2)CC1)C1CCN(S(=O)(=O)N2CCOCC2)CC1,-2,-2,1551,2,0.19,1,13,9,94,8,1
CC(C)Cn1cnc2c(c1=O)c1nc3ccccc3nc1n2Cc1ccc2c(c1)OCO2,-11,-2,1607,-1,1.1,1,0,2,102,3,1
CC1=CC(=O)C=C(C)C1=NOC(=O)c1cccc([N+](=O)[O-])c1,10,5,1648,0,-0.67,1,7,7,94,5,1
N#Cc1ccc(OCC(=O)NC2=NCCS2)cc1,-12,-1,1663,8,-0.077,1.1,0,0,106,-4,0.9
Cc1c(Cl)cnc(NC(=O)CSc2nncs2)c1Cl,-5,11,1448,17,0.69,1,2,10,94,6,0.8
O=C(Cc1ccc(-c2ccccc2)cc1)NC1CCCC1,3,3,1443,-4,-0.3,1,0,0,102,-3,1
CCc1ccc(NC(=O)N(C2CCCCC2)C(C)c2cccnc2)cc1 (centres undefined),-1,-4,1349,10,-0.16,1,-5,0,105,-5,0.9
Cc1ccc(NC2=CC(=O)CC(C)(C)C2)c(N)c1,4,15,1501,-1,.,1.1,13,1,100,1,1
Nc1cc(-c2ccc(Cl)cc2)nn1S(=O)(=O)c1ccc(Cl)cc1,5,1,1768,14,.,1,6,20,88,0,0.9
CC(=O)Nc1ccc(NC(=O)CN(C)CCC#N)cc1,0,2,1358,5,.,1.1,-13,2,104,6,1
CC1(C)CC2(CC(c3cccs3)c3cc(Cl)c(O)cc3O2)NC(=S)N1 (centres undefined),-5,-2,1406,1,-0.5,1,-6,14,93,-9,1
CCC(C)NCC(O)(c1ccc(Cl)cc1)c1ccc(Cl)cc1 (centres undefined),4,-6,1419,34,-0.34,1.1,-1,-2,103,7,0.7
O=C(c1cnsn1)N1CCN(c2ccccn2)CC1,-4,-3,1425,6,1.6*,1,-8,18,85,-1,0.9
COc1cc(C(=O)NCC(=O)N/N=C/c2cccs2)cc(OC)c1OC,-12,5,1508,20,-0.65,1,-1,0,104,-6,0.8
CC1=C(C(=O)Nc2ccc(Cl)cc2)C(c2ccncc2)C(C#N)=C(SCC(N)=O)N1 (centres undefined),-6,-2,1661,-1,-0.61,1.1,-7,-13,109,5,1
CCc1c(C)[nH]n(-c2ccc(Oc3ccccc3)c(S(=O)(=O)O)c2)c1=O,-5,-3,1537,18,.,1,5,1,107,8,0.8
Cc1c(NC(=O)C(C)OC(=O)[C@@H](NC(=O)c2ccccc2)C(C)C)c(=O)n(-c2ccccc2)n1C (some centres undefined),0,-5,1649,-14,.,1,-13,-5,106,1,1.1
C/C(=C\C(=O)c1ccccc1)Nc1cccc(O)c1,-10,10,1440,13,.,1,12,-6,106,5,0.9

# One compound at a time, as listed above:
# `Cc1nn(C)c(C(=O)NNC(=S)NC2CCCCC2)c1Br` in the list: STAT1 inh = -32; PPARg SRC2 recr = 4; TR-FRET SRC-2 ct = 1714; bIAP inh = -30; ROMK primary = -0.24; TNAP act hiacc = 1; PPARg SRC-3 ag = 0; STAT3 inh = 23; STAT3 act = 84; PPARg SRC-1 ag = 8; bIAP act = 1.3
# `N#Cc1ccc(OCC(=O)NC2=NCCS2)cc1` in the list: STAT1 inh = -12; PPARg SRC2 recr = -1; TR-FRET SRC-2 ct = 1663; bIAP inh = 8; ROMK primary = -0.077; TNAP act hiacc = 1.1; PPARg SRC-3 ag = 0; STAT3 inh = 0; STAT3 act = 106; PPARg SRC-1 ag = -4; bIAP act = 0.9
